OPRM1-OPRD1 inv: inverse agonists of MOR-DOR heterodimerization, primary screen, cell-based, luminescence | Mu-type opioid receptor (Homo sapiens) + Delta-type opioid receptor (Homo sapiens), … | cell-based MOR-DOR heterodimer luminescence, inverse agonism | inhibition, % at 9.3 µM | 340,000 tested, 0.21% active | AID 504357, 2011; in the data active = inhibition above about 22%, passing the limit was not always enough;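 also: 0% = cells with DMSO and 100% = wells without cells with DMSO; values of inactives mirror those of a sister screen read the other way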
Arrestin-AP2 inh: inhibitors of beta-arrestin/AP2 binding, primary screen, biochemical, GPCR trafficking, flow cytometry. beta-arrestin 1 C-terminal peptide binding to AP2 beta2-adaptin appendage (human). FITC-arrestin peptide / GST-AP2 beads; AP2 beta2 appendage carries R879A mutation. inhibition, % at 10 µM. 340,000 tested, 0.31% active. AID 504490, 2011;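 active = inhibition above a set limit, near 3 SD of compounds lacking own fluorescence, cut at about 54% in these data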;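 also: plate controls were DMSO wells for no effect and 5 µM unlabelled arrestin peptide for full effect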
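Material – AP2 appendage R879A on GSH beads · Buffer or medium – PBS with 0.05% Tween 20 and 0.1% BSA · Probe or stimulus – fluorescein-tagged arrestin peptide at 50 nM final · Incubation – compound with beads 12 min RT, then probe 1 h RT · Detection – high-throughput flow cytometry of beads, ex 488, em 535 nm · Evaluation – percent response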
PfHsp90 set2: growth inhibition of PfHsp90-expressing yeast, primary screen, antimalarial PfHsp90 inhibitor project, S. cerevisiae, BacTiter-Glo luminescence, single point, set 2; BacTiter-Glo ATP, 48 h; yeast lacking PDR1 and PDR3 efflux regulators; inhibition, % at 9.4 µM; 310,000 tested, 0.32% active; AID 504621, 2011;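 active = every replicate shows inhibition above about 80%, whatever the replicate mean, limit read from the data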;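 also: 0% = DMSO neutral controls and 100% = 20 µM radicicol positive controls; yeast relying on Plasmodium falciparum Hsp90 in place of its own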
MOR-DOR ag: agonists of OPRM1-OPRD1 heterodimerization, primary screen, cell-based, luminescence. cells. Mu-type opioid receptor (Homo sapiens) + Delta-type opioid receptor (Homo sapiens), …. 340,000 tested, 0.3% active. AID 504326, 2011. activation, % at 9.3 µM; in the data active = activation above about 18%;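 also: 0% = vehicle-treated cells and 100% = reference agonist; values of inactives mirror those of a sister screen read the other way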
Pemphigus Ab inh: inhibitors of pemphigus antibody binding to DSG3, primary screen, biochemical, bead-based, flow cytometry, scFv-GFP; Desmoglein-3 (Homo sapiens), P32926; DSG3-coupled beads, scFv-anti-DSG3-GFP binding; stronger effect = lower value; binding (percent of control), % at 10 µM; 310,000 tested, 0.48% active;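 active = binding more than 3 SD below its plate's average and above zero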;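 also: hits lower antibody fragment binding to DSG3; some compounds called inactive have numbers as strong as hits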
Target sequence (P32926 whole entry, looked up, the tested form may be a part): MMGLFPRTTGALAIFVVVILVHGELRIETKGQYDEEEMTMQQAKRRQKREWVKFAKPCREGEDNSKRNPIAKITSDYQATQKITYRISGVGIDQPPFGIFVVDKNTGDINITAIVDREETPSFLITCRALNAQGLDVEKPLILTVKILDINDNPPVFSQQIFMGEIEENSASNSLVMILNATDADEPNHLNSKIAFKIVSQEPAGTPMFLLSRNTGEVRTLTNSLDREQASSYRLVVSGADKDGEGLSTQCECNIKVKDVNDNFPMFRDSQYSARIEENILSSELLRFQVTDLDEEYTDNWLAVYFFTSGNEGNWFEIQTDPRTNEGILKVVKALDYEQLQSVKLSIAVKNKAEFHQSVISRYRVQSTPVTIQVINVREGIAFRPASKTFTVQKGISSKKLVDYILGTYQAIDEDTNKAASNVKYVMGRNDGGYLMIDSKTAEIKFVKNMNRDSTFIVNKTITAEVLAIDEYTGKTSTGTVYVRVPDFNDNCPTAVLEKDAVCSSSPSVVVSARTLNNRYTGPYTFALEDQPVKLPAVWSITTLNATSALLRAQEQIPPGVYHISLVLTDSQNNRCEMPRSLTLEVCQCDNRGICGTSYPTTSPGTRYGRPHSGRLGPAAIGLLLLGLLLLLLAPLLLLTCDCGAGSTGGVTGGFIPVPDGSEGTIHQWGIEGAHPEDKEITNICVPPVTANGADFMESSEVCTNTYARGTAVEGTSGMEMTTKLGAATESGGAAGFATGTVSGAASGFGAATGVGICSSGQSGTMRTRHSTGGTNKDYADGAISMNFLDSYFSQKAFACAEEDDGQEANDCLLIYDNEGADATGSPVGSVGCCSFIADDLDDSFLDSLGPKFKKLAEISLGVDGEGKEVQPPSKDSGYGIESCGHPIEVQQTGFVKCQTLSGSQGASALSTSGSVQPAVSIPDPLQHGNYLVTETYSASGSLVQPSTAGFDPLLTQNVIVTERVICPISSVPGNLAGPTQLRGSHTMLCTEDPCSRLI
phage Ecoli inh: growth loss of phage-infected E. coli, primary screen, RecBCD inhibitor project, absorbance, with phage, HTS; inhibition, % at 11.9 µM; AID 651602, 2012; 360,000 tested, 0.26% active; in the data active = inhibition above about 11%
Tat export inh: E. coli Tat export inhibitors, primary screen, MC4100, TorA-mCherry reporter, fluorescence, single point; inhibition, % at 10 µM; 340,000 tested, 0.036% active;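 active = mean replicate inhibition at least 50% and at least half of replicates individually reaching 50%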;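 also: exported cargo escapes ClpAP degradation while cytoplasmic cargo is degraded and loses fluorescence; 0% = median of neutral control wells and 100% = median of NaSCN control wells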
AddAB inh: growth inhibition of E. coli expressing H. pylori AddAB, primary screen, AddAB inhibitor project, absorbance; inhibition, % at 11.9 µM; 330,000 tested, 0.29% active; AID 435030, 2010; in the data active = inhibition above about 12%;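 also: 0% = vehicle wells of infected cells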
PKA-R1A activ: activators of PKA-R1A holoenzyme, primary screen, biochemical, fluorescence polarization, Cy5-IP20, bovine R1A, mouse PKAc; cAMP-dependent protein kinase type I-alpha regulatory subunit (Bos taurus) + …; PKA-R1A dissociation; scaled: DMSO 0%, 113 µM cGMP 100%; activation, % at 11.4 µM; 340,000 tested, 0.083% active; AID 504707, 2011;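 active = percent activation above the mean of all tested compounds plus 3 SD, cut at about 19% in these data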;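 also: higher means more PKAc released from R1A so a rise in polarization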
Mot1-301 SUMO: yeast Mot1-301 growth rescue at high temperature, primary screen, SUMOylation pathway inhibitor project, S. cerevisiae, ATP luminescence, 38.5C; 320,000 tested, 1% active; S. cerevisiae Mot1-301 growth rescue; percent above DMSO median, 100 means doubled; growth rescue, % at 18.8 µM;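 active = every valid replicate shows activation above 250% relative to neutral control wells; inactive = the rest, any valid replicate at or below 250%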;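 also: OY570 slx delta 5 strain wells were the positive control but not used for scaling; some compounds called inactive have numbers as strong as hits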
Ecoli viability: E. coli V3065 growth inhibition, primary screen, counter-screen for AddAB inhibitor project, absorbance, OD600. 18 h. inhibition, % at 11.9 µM. 330,000 tested, 0.27% active. AID 449728, 2010;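 active = inhibition above the campaign's mean inhibition across all tested compounds plus 3 SD, cut at about 9.9% in these data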;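 also: uninfected addAB+ strain grown without phage in ampicillin broth; 0% = DMSO wells and 100% = ciprofloxacin 0.95 µg/ml wells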
Starred values were filed as active, the others as inactive; . = no result given.

The line under a structure holds: OPRM1-OPRD1 inv	Arrestin-AP2 inh	PfHsp90 set2	MOR-DOR ag	Pemphigus Ab inh	phage Ecoli inh	Tat export inh	AddAB inh	PKA-R1A activ	Mot1-301 SUMO	Ecoli viability
CC(=O)NC(C)c1cc(Cl)c2cccnc2c1O (stereo unspecified)
→ -1	11	-3	0.1	107	0.5	-6	-6.6	-5	-15	-8.7
COc1ccc(NC(=O)Nc2ccc(N3CCCC3=O)cc2)cc1OC
→ 1	6	-18	-0.2	98	4.3	-5	0.4	2	5	0.6
CC(=O)Nc1ccc2nc(NC(=O)c3cccs3)sc2c1
→ 3	3	37	-0.6	99	-1.2	-10	0.1	-3	-27	-0.9
C/C(=N\NC(=O)Cc1ccc(Cl)cc1)c1ccccn1
→ 21	10	-5	-3.8	101	-3.1	2	-8.0	-5	-3	-10.0
O=C(Nc1ccccc1N1CCN(C(=O)c2ccc(Cl)cc2)CC1)c1cccc([N+](=O)[O-])c1
→ 10	4	17	-1.8	102	0.3	-2	3.4	8	176	0.8
FC(F)(F)Oc1ccc(NC(=S)NCc2ccccc2)cc1
→ -49	32	-5	6.8	99	7.6	-3	8.0	-12	12	5.8
CS(=O)(=O)Nc1ccc(C(=O)NCCSCc2ccco2)cc1
→ 19	0	11	-4.6	96	1.1	4	3.2	-1	170	-0.4
Cc1c(C)c2ccc(OC3CCCCC3=O)cc2oc1=O (stereo unspecified)
→ 6	17	-6	-1.2	.	2.0	1	3.0	-7	12	-0.6
COc1ccc(CNC(=O)CCC(=O)n2ncc3cc(C)ccc32)cc1
→ 3	10	-6	-0.6	76*	2.2	1	0.2	3	29	2.6
Cc1cccc(N2C(=O)CC(N(C(=O)c3ccco3)c3cccc(C)c3)C2=O)c1 (stereo unspecified)
→ 9	3	.	-1.6	101	-0.6	-10	1.6	-8	18	-2.2
C=CCOc1cccc(/C=N/NC(=O)C(OC)c2ccccc2)c1 (stereo unspecified)
→ 13	-8	11	-2.6	125	-0.4	7	0.2	6	29	2.5
O=C1NCCCC2c3c(cc(Br)c(O)c3Br)OC12N1CCCCC1 (stereo unspecified)
→ 5	2	8	-0.8	105	4.3	3	3.4	-7	-3	2.0
CCN(CC)S(=O)(=O)c1ccc2[nH]c(=O)[nH]c2c1
→ -9	1	.	1.6	.	-0.5	0	-0.5	-15	-1	-1.4
Cc1noc(C)c1S(=O)(=O)N1CCCC(C(=O)Nc2ccc(Cl)cn2)C1 (stereo unspecified)
→ 2	-3	-9	-0.2	72	3.0	3	0.8	-3	-5	-0.8
CCOC(=O)CNC(=O)C(CC(N)=O)NC(=O)OC(C)(C)C (stereo unspecified)
→ .	27	.	.	99	2.8	.	0.9	.	-18	1.0
CN(CC1COCCO1)c1nc2nonc2nc1N1CCSCC1 (stereo unspecified)
→ -3	-1	10	0.3	110	3.1	-1	-2.1	2	1	-2.0
COc1ccc(CSc2cccc3cccnc23)cc1[N+](=O)[O-]
→ 14	11	-16	-2.8	101	4.2	3	5.5	5	1	-0.9
CCOC(=O)c1c(C)[nH]c(/C(C)=N/O)c1C
→ 14	5	9	-2.5	94	4.1	16	-0.8	-13	34	0.6
O=[n+]1c2c(n([O-])c3cc(F)ccc31)CCCC2
→ -2	-3	-43	0.3	103	2.5	-11	3.2	4	-7	5.4
O=[N+]([O-])c1ccc(Nc2nc(N/N=C\c3ccc4c(c3)OCO4)nc(N3CCCCC3)n2)cc1
→ 2	0	.	-0.3	.	0.2	2	-3.2	-6	73	-2.2
COCCNC(=O)[C@@H]1CCCN1S(=O)(=O)c1cccc2cccnc12
→ 8	-4	-12	-1.4	106	1.6	4	2.1	9	2	3.4
Cn1c(C(=O)NCCC2=CCCCC2)cc2c(=O)n3ccccc3nc21
→ 16	20	-4	-3.0	.	1.3	2	-1.9	13	315	-2.9
COc1cccc(-c2noc(C3CCCN(C(=O)c4cccc(F)c4)C3)n2)c1 (stereo unspecified)
→ -1	3	-26	0.2	105	0.9	5	.	-9	-15	.
O=C(Nc1cc([N+](=O)[O-])ccc1Cl)C(Sc1ccccc1)c1ccccc1 (stereo unspecified)
→ -17	5	10	3.1	104	3.4	14	3.0	1	21	1.7
Cc1cccc(N2CC(C(=O)Nc3nnc(SCc4cccnc4)s3)CC2=O)c1 (stereo unspecified)
→ 16	-3	5	-2.9	105	1.0	-8	2.5	0	-1	-1.9
Cn1c(=O)[nH]c(=O)c2[nH]c(N(Cc3ccccc3)Cc3ccccc3)nc21
→ -21	9	-5	5.0	99	2.1	-5	4.0	-5	-9	0.0
CCOC(=O)c1c(C)n(C)c2ccc(OC)c(NS(=O)(=O)CC)c12
→ 10	1	1	-2.3	98	1.2	-4	-0.2	0	11	-1.1
CC(=O)NNc1ccc(C(F)(F)F)cc1[N+](=O)[O-]
→ 4	10	3	-0.8	99	3.3	-3	1.8	-3	0	1.7
CCOC1CC(C)(C)NC(=S)N1 (stereo unspecified)
→ -1	21	6	0.2	94	0.3	-7	2.4	-2	-2	-0.1
OC1CCCN(CC(O)COC(c2ccc(F)cc2)c2ccc(F)cc2)C1 (stereo unspecified)
→ 7	15	-20	-1.5	.	0.4	6	1.5	-3	-7	-1.2
C=C(C)CN(CC)Cc1c(C(=O)N(C)CCCC)nc2ccccn12
→ 13	27	0	-2.5	96	-1.4	0	0.1	2	-26	1.1
NC(=O)C1CCN(CC(=O)Nc2ccc(S(=O)(=O)N3CCOCC3)cc2)CC1
→ -1	15	-18	0.1	104	2.3	3	4.4	3	187	-0.9
CCOc1ccccc1N1CC(C(=O)Nc2ccc(C(=O)O)cc2)CC1=O (stereo unspecified)
→ 15	6	12	-2.6	102	1.4	-5	2.2	6	-10	0.2
CCCCC(=O)Nc1nnc(CCc2ccccc2)s1
→ -11	16	-1	2.0	109	3.3	-2	0.5	10	10	2.2
Oc1c(Br)cc(Br)cc1/C=N/c1nc2c(s1)CCCC2
→ -8	22	74	1.4	109	.	0	4.4	-6	30	-1.6
Cc1ccc(CS(=O)Cc2ccc(C(=O)NCc3ccccc3)o2)cc1 (stereo unspecified)
→ 12	27	7	-2.4	.	0.9	4	5.5	0	-19	0.3
CCn1c(CSc2ncn[nH]2)nc2cc(C(=O)O)ccc21
→ 9	-13	2	-1.8	98	1.8	-3	4.5	-3	-5	3.2
Cc1ccccc1-n1c(=O)n(Cc2ccccc2)c(=O)c2[nH]cnc21
→ 19	-16	0	-3.7	109	4.7	5	-0.2	-4	134	1.4
CC(C)c1cc(C(=O)N2CCCC(CCC(=O)NCc3ccccc3F)C2)n(C)n1 (stereo unspecified)
→ 6	-2	32	-1.4	91	3.0	-2	-0.9	-2	-4	0.8
O=C(Nc1cccc(O)c1)c1cc(-c2ccco2)on1
→ 6	-6	17	-1.0	117	2.9	2	0.8	-3	-12	-1.3
O=C(CSc1nnc(Cc2ccsc2)o1)c1ccccc1
→ .	14	.	.	100	3.3	.	4.1	.	-13	-0.7
O=S(=O)(N1CCCCC1)n1c(Cc2ccccc2)nc2ccccc21
→ -27	2	8	4.5	97	1.4	16	0.8	-6	15	-0.7
COc1ccc(NC(C)=O)cc1NC(C)C(=O)Nc1cccc2ccccc12 (stereo unspecified)
→ 13	-3	15	-2.3	106	3.4	-5	3.2	1	4	0.2
O=C(NNC(=O)c1ccc(=O)[nH]c1)c1ccc(NS(=O)(=O)c2cccs2)cc1
→ 23	-4	37	-6.2	97	4.5	3	0.9	-5	10	-0.3
Cc1ccc(OCCn2c(=O)cnc3ccccc32)cc1
→ 4	-3	-18	-0.8	92	3.4	-12	1.9	1	-2	2.1
CC(Sc1nnc(-c2cccs2)n1-c1ccccc1)C(=O)NCc1ccc2c(c1)OCO2 (stereo unspecified)
→ -1	11	2	0.2	123	1.8	-4	1.2	-6	-2	0.9
Cc1ccc(NC(=O)CSCC(=O)N2CCCc3ccccc32)cc1
→ 7	-9	-55	-1.1	102	-0.4	4	0.9	-2	101	1.5
COc1ccccc1N(Cc1ccccc1)S(=O)(=O)c1cccc(C(=O)Nc2cc(C)ccn2)c1
→ 3	-3	14	-0.5	102	1.7	5	-0.1	6	182	-0.6
Cc1ccc(N2C(=O)C(Cl)=C(N3CCCCCC3)C2=O)cc1
→ -17	38	3	3.4	123	-1.3	-3	2.3	8	-1	-2.6
Cc1cc2cc(CNC(=O)Nc3cccc(Cl)c3)ccc2n1C
→ 16	9	1	-3.2	84	3.6	6	-0.2	2	278	-1.4
C[C@H](NC(=O)[C@H](Cc1ccccc1)n1c(=O)[nH]c2ccccc2c1=O)C(=O)N1CCC[C@H]1C(=O)O
→ -9	4	1	1.9	.	0.8	-4	0.8	3	-9	-1.3
CC1(C)CC(NC(=O)C(F)(F)F)CC(C)(C)N1OC(=O)c1ccco1
→ 3	-2	1	-0.6	.	1.5	-4	1.4	0	3	-1.3
C=CCNC(=S)N(Cc1ccccc1)Cc1ccc(F)cc1
→ 6	1	-17	-1.2	105	4.8	1	-1.0	-3	19	1.1
Cc1ccc(C)c(NC(=O)CCC(=O)OC(C(=O)c2ccccc2)c2ccccc2)c1 (stereo unspecified)
→ 1	6	.	-0.2	113	-2.4	-10	-0.2	-5	-6	-0.5
COc1cccc(NC(=O)CN(C)C(=O)CCCc2c[nH]c3ccccc23)c1
→ 10	-8	8	-2.4	97	4.5	6	1.8	-2	1	-2.9
CCOC(=O)C1CCN(C(=O)c2ccc3c(=O)n4nc(Nc5cc(C)ccc5C)sc4nc3c2)CC1
→ -3	3	-15	0.5	77	0.2	11	3.5	-2	9	0.3
Cn1c(=O)cc(SCC(=O)N2CCN(Cc3ccc4c(c3)OCO4)CC2)c2ccccc21
→ 17	18	-2	-3.2	107	2.6	-2	2.8	-14	.	1.0
CC(=O)c1cccc(NC(=O)Oc2ccccc2)c1
→ 6	4	-10	-1.1	102	1.9	-3	2.5	-18	2	-0.8

Screening results from PubChem.

Not a hit list, and some 2.8% of all compounds hit somewhere here.
